# Assay outcomes deposited in PubChem by Sanford-Burnham Center for Chemical Genomics.
# APJ antagonist = antagonists of human apelin receptor APJ, primary screen, CHO-K1 cells, beta-arrestin complementation, luminescence. inhibition, % at 20 µM. 330,000 tested, 0.32% active. AID 2521, 2010;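 active means inhibition above about 40% at 20 µM, limit read from the data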;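 further: cells challenged with 10 nM apelin-13 agonist together with compound; plate controls were apelin-13 plus DMSO wells for no effect and DMSO wells lacking apelin-13 for full effect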
# Target sequence (P35414 whole entry, looked up): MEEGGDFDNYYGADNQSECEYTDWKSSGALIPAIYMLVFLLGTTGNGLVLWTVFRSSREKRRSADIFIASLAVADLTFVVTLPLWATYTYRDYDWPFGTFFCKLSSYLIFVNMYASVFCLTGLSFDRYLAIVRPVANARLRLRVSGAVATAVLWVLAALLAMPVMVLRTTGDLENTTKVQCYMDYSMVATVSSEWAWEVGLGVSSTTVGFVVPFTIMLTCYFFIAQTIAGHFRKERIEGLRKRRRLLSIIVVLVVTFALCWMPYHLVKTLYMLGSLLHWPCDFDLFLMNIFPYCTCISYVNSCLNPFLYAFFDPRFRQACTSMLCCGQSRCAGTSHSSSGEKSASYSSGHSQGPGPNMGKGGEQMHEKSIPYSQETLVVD
# TIM10 inh = growth inhibitors of isogenic TIM10 control yeast, primary screen, counter-screen for tim10-1 yeast inhibitor project, luminescence, uHTS | AID 463195, 2010 | S. cerevisiae TIM10 strain growth, BacTiter-Glo luminescence, 24 h | inhibition, % at 10 µM | 330,000 tested, 1.4% active;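 active means inhibition of 40% or more at the single tested concentration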;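 further: wild-type TIM10 isogenic control strain grown at permissive 25 °C; 0% = DMSO yeast wells and 100% = minimal medium wells without yeast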
# UPR XBP1 act = activators of adaptive XBP1 UPR arm, primary screen, cell-based, CHO-XBP1 luciferase reporter, luminescence, uHTS; IRE1-XBP1 UPR activation; percent of tunicamycin response, DMSO as zero; 330,000 tested, 0.33% active; activation, % at 20 µM;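 active means versus positive control, 20 µM dose yields 30% or more activation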;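 further: 100% = tunicamycin at 10 µg/mL and 0% = DMSO only wells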
#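 Assay system: CHO-XBP1 luciferase reporter cells; Schedule: 6 h treatment, 37 °C; Detection: glow luminescence from Steady-Glo reagent; Benchmarks: high control tunicamycin 10 µg/mL final, low control DMSO vehicle only.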
# tim23-1 inh = growth inhibitors of tim23-1 mutant yeast, primary screen, luminescence, uHTS. S. cerevisiae tim23-1 growth, BacTiter-Glo luminescence, 24 h. inhibition, % at 20 µM. 330,000 tested, 1.3% active. AID 463212, 2010;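 active means growth inhibition of the mutant yeast at or above 50%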;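 further: temperature-sensitive mutant grown at 25 °C; plate controls were DMSO-treated mutant yeast for no effect and medium wells lacking yeast for full effect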
# tim10-1 inh = growth inhibitors of tim10-1 mutant yeast, primary screen, luminescence, uHTS; S. cerevisiae tim10-1 ts strain growth, BacTiter-Glo, 24 h; inhibition, % at 20 µM; 330,000 tested, 2.2% active; AID 463190, 2010;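 active means inhibition of at least 40%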;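 further: mutant grown at 25 °C; 0% = DMSO wells with yeast and 100% = wells holding no yeast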
# Mdm2-MdmX inh = inhibitors of human Mdm2-MdmX association, primary screen, cell-based, luminescence, split luciferase, SaOS-2, uHTS; Protein Mdm4 (Homo sapiens) + E3 ubiquitin-protein ligase Mdm2 (Homo sapiens), …; SaOS-2 split-luciferase Mdm2/MdmX complementation; inhibition, % at 8 µM; 330,000 tested, 3% active;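 active means inhibition of at least 50% at 8 µM in the primary screen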
# CXCR6 inh = CXCR6 receptor inhibitors, primary screen, cell-based, beta-arrestin, luminescence, CHO-K1 PathHunter, 1536-well; C-X-C chemokine receptor type 6 (Homo sapiens), O00574; inhibition, % at 20 µM; 360,000 tested, 0.36% active; in the data active means inhibition above about 34%, passing the limit was not always enough;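 further: antagonist mode with CXCL16 agonist at 10 nM final; 0% = 10 nM CXCL16 with DMSO and 100% = unstimulated wells without agonist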
# Target sequence (O00574 whole entry, looked up): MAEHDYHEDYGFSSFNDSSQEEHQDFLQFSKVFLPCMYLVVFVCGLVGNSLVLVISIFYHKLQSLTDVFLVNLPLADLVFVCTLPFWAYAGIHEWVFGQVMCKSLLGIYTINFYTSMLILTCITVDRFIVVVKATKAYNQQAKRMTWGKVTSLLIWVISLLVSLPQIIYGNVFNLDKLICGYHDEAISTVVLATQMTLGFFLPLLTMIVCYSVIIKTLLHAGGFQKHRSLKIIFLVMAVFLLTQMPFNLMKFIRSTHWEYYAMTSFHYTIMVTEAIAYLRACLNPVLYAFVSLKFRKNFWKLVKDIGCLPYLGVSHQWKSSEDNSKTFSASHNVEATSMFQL
# APJ agonist = agonists of human apelin receptor APJ, primary screen, CHO-K1 cells, PathHunter beta-arrestin, luminescence; activation, % at 20 µM; 0% DMSO wells, 100% apelin; 330,000 tested, 0.11% active;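 active means activation more than six SD over the plate average, tested at 20 µM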;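 further: 0% = DMSO alone and 100% = apelin-13 at 10 nM; some results filed as inactive read as strong as hits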
#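 Material: CHO-K1 APJ beta-arrestin complementation cell line; Input: cell density 1000 per well; Incubation: compound stimulation 90 min at 25 °C, detection 60 min; Signal: luminescence from split beta-galactosidase complementation, Galacton Star/Emerald II substrate; Controls: DMSO-only wells as negative, 10 nM Apelin-13 as positive control.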
# CHOP UPR activ = activators of apoptotic CHOP UPR arm, primary screen, cell-based, CHO-CHOP luciferase reporter, luminescence, uHTS | activation, % at 10 µM | AID 449763, 2010 | UPR activation; percent of tunicamycin response over DMSO baseline | 330,000 tested, 0.34% active;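 active means at 10 µM dose, activation of 40% or more, normalized to positive control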;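 further: 100% = tunicamycin at 10 µg/mL and 0% = DMSO alone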
#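 Test system: CHO-CHOP cells, stable luciferase reporter of PERK-eIF2a-CHOP signalling | Quantity: 500 CHO-CHOP cells per well | Buffer or medium: F12 plus 10% serum | Compound dosing: 10 µM single point, 0.5% DMSO | Schedule: 6 h compound treatment, 37 °C | Signal: Luciferase luminescence | Control set: Tunicamycin high control, DMSO low control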
# An asterisk follows results filed as active; . = not tested or not shown; & = joins results of further samples. An excerpt (hit frequency here may not be typical).
SMILES,APJ antagonist,TIM10 inh,UPR XBP1 act,tim23-1 inh,tim10-1 inh,Mdm2-MdmX inh,CXCR6 inh,APJ agonist,CHOP UPR activ
COc1cccc(/C=C2\SC(=S)N(C(Cc3ccccc3)C(=O)O)C2=O)c1 (stereo not drawn),8,13,-3,20,14,-14,8,-1,-0.7
CCc1ccc(NS(=O)(=O)c2ccc3[nH]c(=O)[nH]c3c2)cc1,-10,14,0,-1,-2,-10,-6,1,0.8
CCCCOc1ccccc1C1C(C(=O)OC)=CN(CC)C=C1C(=O)OC,-3,16,-2,21,-4,11,8,-4,-5.4
O=C(CCC(=O)Nc1ccccc1)NNC(=O)C(c1ccccc1)c1ccccc1,3,7,-6,1,2,-11,-4,-3,-1.3
N#CC(=C1CCCC1)c1nc(-c2ccc(Cl)cc2)cs1,6,16,-2,5,13,-129,-5,-3,4.3
CC1CCN(C(=O)COC(=O)c2cc3ccccc3cc2O)CC1,4,34,2,21,12,4,-2,-5,0.7
CC(C)(C)c1ccc(C(=O)CCCSC2=C(C#N)C(c3ccco3)C3=C(CCCC3=O)N2)cc1 (stereo not drawn),-4,15,4,13,6,42,2,-1,1.8
CC(=O)[C@H]1[C@H](c2cccc(Cl)c2)C(C#N)(C#N)[C@@H]2c3ccccc3C=CN21,0,31,-1,30,48*,16,.,-2,-1.2
Cn1c(O)c(C(C#N)=C2N=c3ccccc3=N2)c2ccccc21,-25,39,9,11,28,34,0,4,2.3
CNS(=O)(=O)c1cccc(C(=O)OCC(=O)Nc2ccc(OC)cc2[N+](=O)[O-])c1,-32,-6,1,-4,12,-2,-9,6,-2.1
CCc1ccc(C(=O)COC(=O)C2=NN(c3ccccc3)C(=O)CC2)cc1,9,3,-2,9,6,-3,0,-3,2.7
CCN1CCN(Cc2ccc(C(=O)Nc3ccc(C)c(NCc4cnc(NC(=O)OC)cn4)c3)cc2C(F)(F)F)CC1,10,-1,-2,-2,-19,-12,6&0,5,-0.7
CN(C)c1cc(N/N=C/c2ccccc2C(F)(F)F)nc(N(C)C)n1,10,18,-1,35,18,-3,-5,-2,3.8
NC(=O)CN1CCN(S(=O)(=O)c2ccc(Br)cc2)CC1,10,-10,-1,5,12,12,4,1,-2.2
CN1C(=O)Cn2c1nc1ccccc12,22,5,-1,3,0,21,6,-3,0.8
COc1ccc(C(=O)c2ccc([N+](=O)[O-])cc2)cc1S(=O)(=O)N1CCC(C(=O)O)CC1,-14,-5,-4,6,-1,14,-3,5,-1.0
Cc1ccc(S(=O)(=O)N2CCC(C(=O)NCCc3ccccc3)CC2)cc1,-3,-5,-1,11,-4,2,-6,0,-0.3
O=[N+]([O-])c1cc(Cl)c2cccnc2c1O,-22,7,2,-38,10,46,14,2,-0.5
Cc1ncc(CSc2nnnn2-c2ccccc2)c(N)n1,16,18,-2,13,28,27,-3,-3,1.1
O=C(Nc1cccc(S(=O)(=O)NC2=NCCC2)c1)c1ccccc1OC(F)F,11,3,3,19,11,29,-1,-2,-0.7
O=C1C(c2ccncc2)=C(O)c2ccccc21,-10,-1,-8,11,2,-35,3,2,-1.6
O=C(COc1ccccc1[N+](=O)[O-])NCCCN1CCCC1=O,14,3,-3,7,-5,-13,3,-4,1.6
COc1ccccc1/C=C/C1NC(=O)NC(C)=C1C(=O)OC(C)C (stereo not drawn),-1,10,-5,-4,2,1,-2,-3,-0.5
CSc1ccccc1NC(=O)Cn1nc([N+](=O)[O-])cc1C,1,15,-3,2,7,5,2,-2,2.5
CCCn1c(N)c(N(CCOC)C(=O)c2cc(S(=O)(=O)N3CCCCCC3)ccc2OC)c(=O)[nH]c1=O,8,5,1,-7,-23,-6,11,-5,-0.1
CCNC(=O)CCn1nc(-c2ccc(C)cc2)c2ccccc2c1=O,17,3,-6,15,6,13,6,-2,0.5
O=C1Nc2ccccc2S/C1=C\C(=O)N1CCCC1,6,9,-1,0,9,-18,.,-4,2.4
Cc1ccc(CNC(=O)CS(=O)Cc2nc(-c3ccccc3Cl)oc2C)cc1 (stereo not drawn),9,3,-6,15,25,-11,-3,0,1.0
CCOC(=O)c1sc(NS(=O)(=O)c2ccc(NC(C)=O)cc2)nc1C,0,5,-3,8,10,-44,3,4,-0.9
O=C(Cn1cnc2c(nnn2Cc2ccccc2)c1=O)Nc1ccc2c(c1)OCCO2,26,4,-2,-4,-6,12,-1,-4,-0.4
CC1CC(CCN)(c2ccccc2)C(C)CN1C (stereo not drawn),12,11,5,9,3,-23,3,-1,3.6
COc1ccc(CCNC(=O)Cn2cc(C(F)(F)F)cc(Cl)c2=O)cc1,14,6,4,8,13,17,-6,-2,0.4
CC(C)OC(=O)CSc1nc(Cc2ccccc2)nc2ccccc12,3,11,-3,14,-14,-5,6,-4,0.5
C[C@]12c3[nH]c4ccccc4c3CCN1C(=O)C(CC(=O)NCCc1ccccn1)C[C@@H]2C(=O)N1CCOCC1 (stereo partly drawn),-1,2,-3,1,-2,-22,-5,-5,0.6
O=C(CCNC(=O)c1ccc(Br)o1)NC1CCCC1,7,7,-2,-3,6,-19,-8,-3,-1.7
COc1ccc(CNC(=O)CS(=O)Cc2nc(-c3ccc(OC)c(OC)c3)oc2C)cc1 (stereo not drawn),11,-1,-7,8,-8,8,-4,-2,-1.2
O=C(Oc1ccc(Cl)c2cccnc12)C12CC3CC(CC(C3)C1)C2,-9,12,-2,29,10,29,-7,-4,-0.1
COc1cccc(CNC(=O)N2CCN(S(=O)(=O)c3ccc(Cl)cc3)CC2)c1,-11,-13,0,10,13,11,-3,0,-0.7
Cc1ccc(S(=O)(=O)NC(C)C(=O)NCc2ccc(Cl)cc2)cc1 (stereo not drawn),-17,-4,0,-2,-3,-13,-9,-8,2.7
CCOC(=O)/C(=N\Nc1ccccc1[N+](=O)[O-])c1csc(Nc2ccccc2)n1,29,22,-2,2,11,23,36,1,1.3
Cc1cc(NC(=O)CN2CCCCC2)n(-c2ccccc2)n1,-4,-1,-2,-1,-3,-1,0,0,-0.2
COC(=O)Cn1nc(-c2ccccc2)c2ccccc2c1=O,-1,20,-4,28,7,-2,8,0,-0.2
CC1CCCCC1NC(=O)COc1ccc(-n2cnnn2)cc1 (stereo not drawn),-4,-12,-1,19,18,20,-7,1,-6.1
CN(C)CC(O)COc1cc2ccccc2cc1C(=O)N1CCCCC1 (stereo not drawn),12,8,0,2,-6,-19,-2,-1,-1.1
CCOc1ccc(NC(=O)CN(C)C(=O)c2cc3c(s2)CCC(C)C3)cc1OCC (stereo not drawn),6,12,-3,25,20,17,1,-4,-2.5

# Arranged by number of heavy atoms (low to high): part of the list above.
SMILES,APJ antagonist,TIM10 inh,UPR XBP1 act,tim23-1 inh,tim10-1 inh,Mdm2-MdmX inh,CXCR6 inh,APJ agonist,CHOP UPR activ
COC(=O)Cn1nc(-c2ccccc2)c2ccccc2c1=O,-1,20,-4,28,7,-2,8,0,-0.2
CC(C)OC(=O)CSc1nc(Cc2ccccc2)nc2ccccc12,3,11,-3,14,-14,-5,6,-4,0.5
CN(C)CC(O)COc1cc2ccccc2cc1C(=O)N1CCCCC1 (stereo not drawn),12,8,0,2,-6,-19,-2,-1,-1.1
C[C@]12c3[nH]c4ccccc4c3CCN1C(=O)C(CC(=O)NCCc1ccccn1)C[C@@H]2C(=O)N1CCOCC1 (stereo partly drawn),-1,2,-3,1,-2,-22,-5,-5,0.6

# Next section
SMILES,APJ antagonist,TIM10 inh,UPR XBP1 act,tim23-1 inh,tim10-1 inh,Mdm2-MdmX inh,CXCR6 inh,APJ agonist,CHOP UPR activ
CCN(CC)S(=O)(=O)c1ccc(C(=O)OCC(=O)c2ccc3c(c2)NC(=O)CO3)cc1,1,-2,1,-5,6,8,2,-2,2.0
Cn1c(=O)c2c(nc(SCc3cccnc3)n2Cc2ccccc2)n(C)c1=O,8,9,-3,32,21,8,1,-5,-0.2
[O-][n+]1c2ccc3nonc3c2nn1-c1ccccc1Cl,12,-6,-1,-2,12,1,4,0,-0.5
COc1ccccc1N(CC(=O)NCCN1CCOCC1)S(=O)(=O)c1ccc(C)cc1,-51,5,0,1,-9,4,0,7,-0.6
O=C(NCN1C(=O)C2C3C=CC(C3)C2C1=O)Nc1ccccn1 (stereo not drawn),-6,-6,1,-4,4,8,-14,-2,-2.4
COc1cccc(CN2CC(C(=O)N(C)CCc3ccccc3)CCC2=O)c1 (stereo not drawn),9,-9,-1,14,16,12,-1,-1,10
O=C(CCCN1C(=O)/C(=C/c2cccs2)SC1=S)NNC(=O)c1ccccc1O,13,2,2,-10,14,45,4,-1,-0.9
Cc1ccccc1NS(=O)(=O)c1ccc(C(=O)N2CCN(c3ccccc3O)CC2)cc1,-43,3,-6,16,10,6,-3,1,2.7
[N-]=[N+]=NCC/C=C\C1NS(=O)(=O)OCC1O (stereo not drawn),10,-3,2,8,-22,2,-24,-2,-0.8
CCOc1cc(/C=N/NC(=O)c2cccc(S(=O)(=O)N3CCOCC3)c2)ccc1OCC(=O)N(C)C,19,4,0,1,-11,22,-2,-4,-1.7
Nc1nncn1C(=O)CCc1ccccc1,7,7,0,11,16,12,3,-2,1.4
Cc1ccc(O)c(C(=O)c2cnc3c(c2)c(C)nn3-c2ccccc2)c1,15,-7,0,0,9,33,-1,-1,-0.4
O=C(c1cn(-c2ccccc2)nc1-c1ccc(F)cc1)N1CCOCC1,-14,21,2,31,29,-6,1,1,-0.1
O=C(Nc1ccccc1NS(=O)(=O)c1ccc(F)cc1)C1CCCC1,2,7,-4,8,17,-4,10,-2,1.5
O=C(N[C@H]1CCC(=O)N([C@H](CSc2ccc(Br)cc2)Cc2ccccc2)CC1)OCc1ccccc1,13,8,-2,18,17,14,9,-3,3.1
COC(=O)[C@@]1(C)[C@H]2C(=O)N(Cc3ccccc3)C(=O)[C@H]2[C@H]2CN=C(SCc3ccc(Cl)cc3)N21,.,18,1,51*,24,97*,-4,.,5.1
COc1ccc2c(c1)SCC(=O)N2C,-3,0,3,6,2,20,-4,-3,-3.6
CC12CC3(C)CC(C)(C1)CC(C(=O)NC(=S)N1CCCC1)(C2)C3,-3,6,3,26,34,2,-8,0,-0.5
O=C(CN1CCCCC1)N1CCCc2c1c(=O)oc1ccc(OCc3ccccc3)cc21,-5,20,0,11,32,16,9,-10,-1.5
COc1ccccc1C(=O)Nn1c(-c2cccs2)nc2ccccc2c1=O,8,30,1,38,38,13,4,-5,-2.1
O=C(O)C1Nc2c(C(=O)N3CCOCC3)cccc2C2C=CCC12 (stereo not drawn),-7,3,-1,3,-9,-7,14,1,0.5
COc1ccccc1Nc1nc(N)nc(CN2CCCCC2)n1,2,0,4,-7,6,-1,-1,-1,0.1
